Wee1 degr inh = Wee1 degradation inhibitors, primary screen, cell-based, HeLa, Wee1K328M-luciferase, luminescence. HeLa Luc-Wee1K328M stability; 100% = proteasome inhibitor MG132 effect. AID 1321, 2008. 1.2% of 220,000 active. reporter increase, % at 5 µM;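 active means activation above the mean of all tested compounds plus 3 SD, set per screening run, cut at about 8.8% in these data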;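 further: cells exposed to compound for 20 h before luminescence read; 0% = DMSO alone and 100% = MG132 at 30 µM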
Hck-Nef inh = inhibitors of Nef-activated human Hck kinase, primary screen, biochemical, Z-Lyte FRET, 384-well, Hck-YEEI | Tyrosine-protein kinase HCK (Homo sapiens), P08631 | Recombinant Hck-YEEI plus Nef, Z-Lyte FRET kinase assay | inhibition, % at 20 µM | 0.68% of 220,000 active | AID 463187, 2010;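 active means Hck-Nef kinase inhibition above about 50%, limit read from the data; inactive means inhibition below that limit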;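 further: 0% = DMSO with Hck plus Nef and 100% = Hck alone without Nef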
Target sequence (P08631 whole entry, looked up): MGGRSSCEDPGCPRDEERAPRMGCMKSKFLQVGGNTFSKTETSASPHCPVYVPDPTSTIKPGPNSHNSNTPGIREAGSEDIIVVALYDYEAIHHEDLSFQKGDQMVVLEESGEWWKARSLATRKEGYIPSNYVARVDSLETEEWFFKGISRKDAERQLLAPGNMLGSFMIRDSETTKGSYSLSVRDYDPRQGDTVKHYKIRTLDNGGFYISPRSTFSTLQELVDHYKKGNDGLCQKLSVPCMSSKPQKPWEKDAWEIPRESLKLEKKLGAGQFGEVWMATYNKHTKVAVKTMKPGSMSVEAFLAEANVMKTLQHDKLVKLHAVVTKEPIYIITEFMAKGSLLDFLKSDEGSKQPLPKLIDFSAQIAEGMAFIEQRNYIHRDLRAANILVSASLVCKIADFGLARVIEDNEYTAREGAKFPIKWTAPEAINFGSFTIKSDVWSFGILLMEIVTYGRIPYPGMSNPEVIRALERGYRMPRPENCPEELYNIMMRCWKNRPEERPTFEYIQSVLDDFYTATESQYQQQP
* marks the source's active call; other numbers are inactive results. Only part of the results is shown; rates above refer to the full screens.

Compound,Wee1 degr inh,Hck-Nef inh
NC(=O)Cn1c(S(=O)(=O)Cc2ccccc2)nc2ccccc21,6,1
CC1(C)Cc2c(C#N)c(SCC(=O)c3ccccc3)nc(N3CCCC3)c2CO1,-1,-6
COc1ccc(C)cc1NC(=O)c1nc2nc(C)cc(C)n2n1,-1,0
c1csc(Cc2nc(-c3ccc(-n4cccc4)cc3)no2)c1,0,0
CN(CC1COc2ccccc2O1)C(=S)Nc1ccccc1 (stereo not drawn),-2,1
O=C(O)CCC(=O)NC1CCCCC1NC(=O)CCC(=O)O (stereo not drawn),-2,1
Cn1c(=O)[nH]c(=O)c2c1nc(N1CCNCC1)n2CCOc1ccccc1,3,0
CCC(=O)N=c1sc2c(OC)ccc(OC)c2n1C,-1,0
COc1cccc(NC(=O)c2nn(C)cc2Br)c1,1,-9
CCCCn1c(CN(Cc2ccccc2)Cc2ccccc2)nc2c1c(=O)n(C)c(=O)n2C,1,0
Cc1ccc(C)c(-n2c(Cc3cc(=O)[nH]c(=O)[nH]3)nnc2SCC(=O)NCc2ccco2)c1,0,1
CC1CN(Cc2nc3c(c(=O)n(C)c(=O)n3C)n2CCc2ccccc2)CC(C)O1 (stereo not drawn),2,1
Cc1c(NC(=O)Cn2cnc3c(=O)n(C)c(=O)n(C)c32)cccc1-c1nc2ccccc2o1,1,1
CC1(C)CC2(CCO1)N1CC3(C)CN2CC(C)(C1)C3=O (stereo not drawn),1,-9
CCC(c1nnc(SCC(=O)NCC2CCCO2)n1Cc1ccccc1)N(C)C (stereo not drawn),-3,0
CCCN(Cc1cc2cccc(C)c2[nH]c1=O)C(=O)c1cccc(OC)c1,-1,1
Cc1occc1C(=O)Nc1cccc(/C=C/C(=O)O)c1,-3,0
CCOc1ccccc1C(=O)Nc1ccc2nc(N3CCN(c4ncccn4)CC3)cc(C)c2c1,-2,64*
O=C(C1=C(O)C(=O)N(CCN2CCOCC2)C1c1ccccc1)c1cccs1 (stereo not drawn),0,0
CC1CN(Cc2nc3c(c(=O)n(C)c(=O)n3C)n2CCCc2ccccc2)CC(C)O1 (stereo not drawn),-1,8
COc1ccc(C2C(C(C)=O)=C(C)N=c3s/c(=C\c4ccc5c(c4)OCO5)c(=O)n32)c(OC)c1 (stereo not drawn),0,-3
CN(CCNC(=O)C1CC(=O)N(C2CCCC2)C1)Cc1ccccc1 (stereo not drawn),-1,1
Brc1ccc(-c2nnc(-c3cccnc3)c3conc23)cc1,0,14
CC(C)CCNC(=O)Cn1c(NCCC(C)C)nc2c1c(=O)n(C)c(=O)n2C,1,20
CC1CCCN(C(=O)c2ccc(S(=O)(=O)N3CCC(c4nc5ccccc5s4)CC3)cc2)C1 (stereo not drawn),1,7
Nc1nc(NCc2cccs2)nn1-c1ccccc1,-3,1
Cc1nnc2sc(-c3ccc(NC(=O)c4ccc(-c5ccc(Br)cc5)o4)cc3)nn12,2,8
CC(=O)Nc1ccccc1C(=O)C(=O)Nc1cccc(F)c1,3,-1
COc1ccc(-n2c(=O)c3c4c(sc3n3c(C)nnc23)CC(C)CC4)cc1 (stereo not drawn),4,8
COc1ccc(C(=O)N(Cc2ccco2)Cc2cc3cc(C)ccc3[nH]c2=O)cc1OC,-2,2
O=C(CN1CCCN(S(=O)(=O)c2ccc(Br)cc2)CC1)Nc1ccc2cn[nH]c2c1,-2,3
CCc1nc(N2CCN(S(=O)(=O)c3ccc(Br)cc3)CC2)c2c(C)c(C)sc2n1,0,-8
COc1ccc2cc(C(c3nnnn3C3CCCCC3)N3CCCCCC3)c3nnnn3c2c1 (stereo not drawn),2,1
Cn1c(N2CCN(c3ccccn3)CC2)nc2c1c(=O)n(Cc1ccccc1Cl)c(=O)n2C,-2,8
Cc1nnc(SCCn2c(N(C)Cc3ccccc3)nc3c2c(=O)n(C)c(=O)n3C)s1,-3,10
CCCCS(=O)(=O)NC1=NCN(CCOC(=O)c2ccccc2)CN1,-1,-5
Cc1ccc2nc(-c3ccc(NC(=S)NCCC(C)C)cc3)sc2c1,1,5
COc1ccc(Cl)cc1-c1nc(-c2ccc(NC(=O)c3ccncc3)cc2)no1,0,0
CC(=O)c1c(C(C)=O)c(C)n(CCCCn2c(C)c(C(C)=O)c(C(C)=O)c2C)c1C,0,6
CC1C2=C(CCCC2=O)N(c2cccc3ccccc23)C2=C1C(=O)CCC2,-2,18
O=C(CSc1nc2ccccc2c(=O)n1CC1CCCO1)N1CCN(c2ccccc2)CC1 (stereo not drawn),-1,3
Cc1cccc(NC(=O)c2c(O)c3cccc4c3n(c2=O)CC4)c1,0,8
COc1ccc(NC(=O)N(CCCN2CCOCC2)Cc2cccnc2)c(OC)c1,0,4
CCOC(=O)c1cnc(SCC(=O)Nc2ccccc2N2CCOCC2)nc1N,0,-8
Cc1ccc(OCC(=O)O/N=C(\N)Cc2cccs2)cc1C,1,1
CCOC(=O)c1ccccc1N/C=C/C(=O)c1ccccc1,4,11
O=C1c2ccc(-c3nc4ccccc4o3)cc2C(=O)N1Cc1ccccc1,4,6
Cc1cc(C)n(-c2nc3c(c(=O)n(Cc4ccc(Cl)c(Cl)c4)c(=O)n3C)n2C)n1,2,2
COc1ccc(-n2c(=O)c3c4c(sc3n3c(C)nnc23)COC(C(C)C)C4)cc1 (stereo not drawn),-1,5
CC(=O)c1cc(C#N)c(Oc2ccccc2)nc1C,3,0

(next part)
Compound,Wee1 degr inh,Hck-Nef inh
N#C/C(C(=O)N1CCOCC1)=C1/SC=C(c2ccccc2)N1c1ccccc1,1,0
CC(=O)Oc1ccc(C(=O)Nn2cnnc2)cc1,-2,12
Cc1cc(C)c2nc(SCC(=O)Nc3ccccc3N3CCOCC3)c(C#N)cc2c1,0,6
Cc1oc(-c2ccc(F)cc2)cc1-c1nn2c(-c3ccco3)nnc2s1,0,3
Cc1cccc2cc(C#N)c(SCCN3CCCCC3)nc12,1,1
CCn1c(CNC(=O)c2ccccc2)nc2ccccc21,3,0
COc1ccc(NC(=O)N(Cc2ccc(C)cc2)Cc2ccccn2)c(OC)c1,1,1
CCOC(=O)C1=NN(c2ccc(F)cc2)C2=NC(C)=C(C(=O)OC)C(c3cccs3)N12 (stereo not drawn),0,8
CN1CCN(c2ccccc2NS(=O)(=O)c2ccc3c(c2)CCN3C(=O)C2CCC2)CC1,2,1
Cc1nc(NC2=NCN(CCc3ccccc3)CN2)nc2c(C)cccc12,0,0
CCC1Cc2c(nc3c4c(nc(N5CCOCC5)c(C#N)c24)NC(C)=N3)O1 (stereo not drawn),-1,13
CCOC(=O)c1ccc2[nH]c(C)c(CN3CCN(C)CC3)c(=O)c2c1,0,9
Cn1c(=O)c2c(SCc3ccccn3)nc(-c3ccccc3)nc2n(C)c1=O,0,5
COc1nc(-c2ccc(Cl)cc2)ccc1-c1noc(-c2ccncc2)n1,1,36
O=c1c2ccccc2[nH]c(=S)n1CC1CCCO1 (stereo not drawn),0,-2
CSc1nc(C)cc(OCCNS(=O)(=O)c2ccc(C)cc2)n1,-1,11
O=C1CC(=C2c3ccccc3-c3ccccc32)C(=O)N1CCN1CCN(c2cccc(Cl)c2)CC1,1,0
Cc1ccc(-c2nc3ncccc3o2)cc1NC(=O)c1ccco1,-2,-1
CCOc1ccc(C2/C(=C(/O)c3ccccc3)C(=O)C(=O)N2CCCN(C)C)cc1OC (stereo not drawn),2,-13
CCOc1ccc2[nH]cc(C(=O)N3CCN(C4CCCCC4)CC3)c(=O)c2c1,3,-8
CCOC(=O)C1=C(c2ccccc2)N2CCN=C2S1,1,0
Cc1ccc(S(=O)(=O)N2CCN(S(C)(=O)=O)CC2)cc1,0,2
Cc1nc2ncnn2c(Nc2ccc3c(c2)OCCO3)c1C,-2,0
COC(=O)c1ccc(N2C(=O)CC(N3CCN(c4ccccc4)CC3)C2=O)cc1 (stereo not drawn),1,-6
CCOc1ccc(/C(O)=C2\C(=O)C(=O)N(CCN(C)C)C2c2cc(OC)ccc2OC)cc1Cl (stereo not drawn),-2,6
CC(C)Sc1nnc2n(CCc3ccccc3)c(=O)c3c4c(sc3n12)COC(C)(C)C4,3,1
Cc1cc(C)cc(NC(=O)NC2CCN(CC(=O)Nc3c(C)cc(C)cc3C)CC2)c1,-2,-20
Cc1cc(C)cc(NC(=S)NCc2ccc3c(c2)OCO3)c1,-3,-1
Cc1cc(C)c2c(n1)nn1c(C3CC3)cc(C(F)(F)F)nc21,1,9
Cc1nn(C(=O)CCCC(=O)n2nc(C)c(Cl)c2C)c(C)c1Cl,1,1
CC(=O)Nc1ccc(S(=O)(=O)NC(C(=O)O)C(C)C)cc1 (stereo not drawn),0,10
Clc1ccc(Cc2nn3c(-c4ccncc4)nnc3s2)cc1,-1,2
Cn1nc(-c2ccc(C(=O)N3CCN(c4ccccc4)CC3)cc2)c2ccccc2c1=O,2,1
CNC(=S)NCc1ccc(Cl)cc1,-2,-2
CCN(CC)C(=O)n1nc(C)c(CN2C(=O)c3ccccc3C2=O)c1C,6,-5
COc1cc(OC)cc(-c2nnc(SCC(=O)Nc3cc(C)on3)o2)c1,2,-1
COCCCNC(CC(=O)Nc1ccccc1C(=O)OC)C(=O)O (stereo not drawn),0,-4
CCCn1c(=N)n(CCOCCOCCn2c(=N)n(CCC)c3ccccc32)c2ccccc21,2,8
CN1CCN(C(=O)c2ccc3c(=O)n(CCc4ccccc4)c(=S)[nH]c3c2)CC1,0,10
CCN(CC)CCNc1ccc(Cl)cc1[N+](=O)[O-],0,-1
N#Cc1c(/N=C/c2cc(Br)cs2)sc2c1CCC2,4,1
COC(=O)CCC(=O)Nc1nc(-c2ccccc2)cs1,0,1
O=C(NCCc1ccccc1)C1CCCN1S(=O)(=O)c1ccc(F)cc1 (stereo not drawn),2,-11
Cc1ccc(C(c2nnnn2C2CCCC2)N2CCN(c3nc4ccccc4s3)CC2)cc1 (stereo not drawn),5,7
Cc1occc1C(=O)Nc1ccccc1NC(=O)c1ccoc1C,-2,14
CCN1CCN(c2ncc(C(=O)N3CCN(c4ccccc4OC)CC3)c3ccccc23)CC1,2,0
C=C(C)CSC1=C(C#N)C(c2ccccc2)CC(=O)N1 (stereo not drawn),1,1
CCN1C(c2ccccc2)=C(c2ccccc2)S/C1=C\C=C1/SC(=S)N(C)C1=O,0,-1
Cc1ccc(-c2nc(C(=O)NC3CCCCCC3)no2)cc1,-4,0
COc1ccc(-n2c3c(cc(C(=O)Nc4ccc5c(c4)C(=O)NC5=O)c2=O)C(=O)CCC3)cc1,-1,4

(further entries)
Compound,Wee1 degr inh,Hck-Nef inh
Cc1noc(C)c1CSc1nnc2c(C)cc3ccccc3n12,0,0
CCOC(=O)c1c(NC(=O)CSc2nnc(-c3ccc(OC)cc3)o2)sc2c1CCC2,0,40
COC(=O)c1cc(Br)ccc1NC(=O)Nc1ccc(C)cc1,-3,0
c1cncc(-c2nnc(SCCSc3nnc(-c4cccnc4)o3)o2)c1,0,-1
COc1ccc(CCNC(=O)N2c3ccccc3Sc3ccccc32)cc1,3,-1
O=C(Cc1ccccc1)NCC1COc2ccccc2O1 (stereo not drawn),1,6
CSc1nnc2n(CCc3ccccc3)c(=O)c3c4c(sc3n12)CCCC4,-4,0
Cc1nnc(SCCn2c(N3CCCCC3)nc3c2c(=O)n(C)c(=O)n3C)s1,0,11
CCC(=O)N=c1sc2cc(F)cc(F)c2n1C,-1,-1
CSC1=NCCN1C(=O)C(C)(C)Oc1ccc(Cl)cc1,-3,1
CC(C)Cn1c(=O)c(C2=NS(=O)(=O)c3ccccc3N2)c(O)c2ccccc21,2,1
COc1cc(C)ccc1OCCCOc1cc(C)ccc1Cl,0,-1
CCS(=O)(=O)N1CCC(C(=O)OCC(=O)c2ccc(Br)cc2)CC1,1,0
COc1cc(/C=C2/OC(=O)c3cc([N+](=O)[O-])ccc32)cc(OC)c1OC,-1,3

Source: PubChem BioAssay
